Screening results (PubChem)
Glyco luc inh: N-linked glycosylation inhibition | D54 ERlucT glycosylation luciferase reporter, 24 h; percent of 100 nM tunicamycin response | 360,000 compounds, 0.23% hits | reporter increase, % at 12.5 µM;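 active means mean luciferase reporter signal, scaled so untreated is 0 and the glycosylation-blocking control 100, at or above a set limit in every replicate; inconclusive means mean reaches the limit but not every replicate does; inactive means mean below the limit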;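 further: luciferase carries N-glycosylation sites so blocking glycosylation raises the light; 0% = median of neutral control wells and 100% = median of 100 nM tunicamycin wells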
MC4R ag barr: human MC4R agonism via beta-arrestin | 360,000 compounds, 0.98% hits | U2OS MC4R beta-arrestin complementation, luminescence; percent of melanotan II response, DMSO zero | activation, % at 8.9 µM | P32245 | AID 540308;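 active means activation above a per-plate cutoff, the mean activation of sample wells on that plate plus 3 SD, cut at about 8% in these data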
aDG glyco act: increases alpha dystroglycan glycosylation. Pro5-aDG cells, alpha-DG glycosylation AlphaScreen (IIH6); 0% Pro5, 100% B10-LARGE cell signal. activation, % at 10 µM. 360,000 compounds, 0.22% hits;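 active means activation of at least 8% versus controls, or a plate z-score of at least 8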;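 further: Pro5 are CHO cells carrying HIG-tagged alpha-DG that lacks glycosylation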
MC4R antagonist: blocks human MC4R cAMP signaling; P32245; 360,000 compounds, 0.48% hits; inhibition, % at 6.5 µM; MC4R-expressing cells, MTII-stimulated cAMP, LANCE TR-FRET;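 active means inhibition above its plate's cutoff, the mean of tested wells on that plate plus 3 SD, cut at about 29% in these data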;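 further: 0% = Melanotan II alone and 100% = Melanotan II plus saturating MCL0020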
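Assay system: U2OS-MC4R stable cell line; Also added: Melanotan II; Technique: Eu-cAMP/anti-cAMP TR-FRET, emission 671 nm; Times: 30-min compound, 1-h challenge, 1-h detection, room temperature.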
Vif imaging: HIV Vif inhibition; HEK293T cells, Vif self-association by quenched fluorescence, imaging, 24 h; inhibition, % at 7.49 µM; 340,000 compounds, 0.35% hits; AID 602346; in the data active means inhibition above about 50%, passing the limit was not always enough; inconclusive means no clear call, values can overlap the other calls; inactive means below about 31%; further: some results filed as inactive read as strong as hits
NOD2 RIPK2 PPI: NOD2-RIPK2 protein interaction inhibition; O43353; CHO BLA complementation NOD2-RIPK2, CCF4 ratio; inhibition, % at 4.98 µM; 360,000 compounds, 0.38% hits; AID 624267; in the data active means inhibition above about 21%;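 further: 0% = vehicle only and 100% = reference blocker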
Granule exo inh: lytic granule exocytosis inhibition; inhibition, % at 10 µM; 360,000 compounds, 0.66% hits; TALL-104 LAMP-1 surface exposure, flow cytometry; cells stimulated with thapsigargin and PMA; AID 651702;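 active means inhibition above about 55%, limit read from the data; inconclusive means no clear call, values can overlap the other calls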
TLR9-MyD88 block: TLR9-MyD88 interaction inhibition; AID 504734; Q9NR96+Q99836; CHO BLA complementation TLR9-MyD88, CCF4 FRET ratio; inhibition, % at 4.98 µM; 340,000 compounds, 0.21% hits;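 active means inhibition above the mean over all tested compounds plus 3 SD, cut at about 21% in these data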;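 further: 0% = DMSO only wells and 100% = clavulanate BLA inhibitor control wells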
Target sequence (Q99836 whole entry, looked up): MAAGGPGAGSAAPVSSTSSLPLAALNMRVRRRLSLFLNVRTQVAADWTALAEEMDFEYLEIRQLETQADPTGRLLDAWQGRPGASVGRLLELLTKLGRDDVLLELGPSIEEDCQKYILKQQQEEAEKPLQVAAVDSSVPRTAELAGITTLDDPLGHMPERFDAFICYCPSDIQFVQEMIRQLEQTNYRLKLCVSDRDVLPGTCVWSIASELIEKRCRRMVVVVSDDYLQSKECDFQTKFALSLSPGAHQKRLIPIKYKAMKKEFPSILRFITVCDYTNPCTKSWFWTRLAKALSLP
Target sequence (Q9NR96 whole entry, looked up): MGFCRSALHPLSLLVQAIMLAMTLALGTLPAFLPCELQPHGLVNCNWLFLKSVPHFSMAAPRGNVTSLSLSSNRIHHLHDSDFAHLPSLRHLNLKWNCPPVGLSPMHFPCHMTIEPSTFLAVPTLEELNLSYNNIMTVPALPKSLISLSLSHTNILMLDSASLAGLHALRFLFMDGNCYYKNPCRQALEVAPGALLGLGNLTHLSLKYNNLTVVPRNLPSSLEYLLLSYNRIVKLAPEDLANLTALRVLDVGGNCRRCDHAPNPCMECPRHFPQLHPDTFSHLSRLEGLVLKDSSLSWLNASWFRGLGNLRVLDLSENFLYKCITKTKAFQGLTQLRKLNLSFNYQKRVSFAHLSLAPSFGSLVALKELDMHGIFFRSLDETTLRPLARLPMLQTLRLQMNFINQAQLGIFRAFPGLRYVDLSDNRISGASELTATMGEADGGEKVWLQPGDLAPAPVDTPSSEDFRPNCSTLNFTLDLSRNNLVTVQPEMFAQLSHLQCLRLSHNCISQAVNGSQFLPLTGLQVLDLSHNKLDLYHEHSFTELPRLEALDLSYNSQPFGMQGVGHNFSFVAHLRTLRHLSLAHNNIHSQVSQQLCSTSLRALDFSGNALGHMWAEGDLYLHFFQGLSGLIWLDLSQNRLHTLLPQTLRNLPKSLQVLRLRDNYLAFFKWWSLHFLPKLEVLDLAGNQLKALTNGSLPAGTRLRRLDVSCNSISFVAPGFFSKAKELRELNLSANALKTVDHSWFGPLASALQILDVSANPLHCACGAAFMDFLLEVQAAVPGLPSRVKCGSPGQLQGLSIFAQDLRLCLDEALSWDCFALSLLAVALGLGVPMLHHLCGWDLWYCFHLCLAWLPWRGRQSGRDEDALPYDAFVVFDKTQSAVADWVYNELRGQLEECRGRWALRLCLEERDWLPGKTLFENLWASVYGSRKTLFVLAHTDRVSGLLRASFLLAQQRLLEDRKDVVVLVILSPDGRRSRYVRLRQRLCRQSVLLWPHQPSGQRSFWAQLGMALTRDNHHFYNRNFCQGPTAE
ABHD5-PLIN5 inh: blocks binding of human ABHD5 to perilipin-5; Split G. princeps luciferase complementation, luminescence, 4 h; inhibition, % at 4 µM; 360,000 compounds, 0.78% hits; Q00G26+Q8WTS1; AID 602281;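 active means inhibition above the mean inhibition across every tested compound plus 3 SD, cut at about 22% in these data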;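 further: 0% = DMSO only wells and the 100% control is not disclosed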
ABCB6 inh MLPCN: human ABCB6 transporter inhibition; fluorescence ratio to DMSO, % at 10 µM; Q9NP58; AID 602162; 360,000 compounds, 0.19% hits; K562-ABCB6 porphyrin accumulation, flow cytometry, 1 h; stronger effect = lower value;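 active means fluorescence ratio to DMSO below 75%, the collection mean minus 3 SD; inconclusive means too few cells collected in the well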;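 further: signal is porphyrin accumulated inside mitochondria; 100% equals median channel fluorescence of DMSO control wells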
* hit, by the source's call; u = inconclusive; x = no result given.

Glyco luc inh	MC4R ag barr	aDG glyco act	MC4R antagonist	Vif imaging	NOD2 RIPK2 PPI	Granule exo inh	TLR9-MyD88 block	ABHD5-PLIN5 inh	ABCB6 inh MLPCN	Molecule
-2	-1.7	-0.3	6	-6	-3	5	-2	2	98	CCN1CCN(c2ccc(NC(=O)c3ccc(F)cc3)cc2Cl)CC1
-1	0.3	0.1	-1	-2	-3	4	0	3	100	Cc1ccc(-n2c(C)cn(C(=O)c3ccccc3)c2=S)cc1
x	x	0.2	x	x	0	-1	x	3	92	CC(C)C[C@@H](CN1CCC[C@H]1CN1C(=O)C(=O)NC[C@@H]1Cc1ccc(O)cc1)N1C[C@H](Cc2ccccc2)N(CCc2ccccc2)C(=O)C1=O
10	-1.5	-0.2	1	27	-1	-2	-1	0	99	COc1cc(/C=C(\C#N)c2nn(CCO)c(N)c2C#N)cc(OC)c1OC
0	0.8	-0.1	15	u	6	-2	-4	-4	93	N#CCC(=O)Nc1ccc(C(=O)OCC(=O)Nc2cc(-c3ccccc3)nn2-c2ccccc2)cc1
1	-2.1	-0.1	-1	-7	0	4	-10	4	99	O=C(CCc1nc2ccccc2c(=O)[nH]1)NNC(=O)c1ccc(Cl)cc1
0	1.1	0.1	6	22	-8	-1	-4	2	102	Cc1ccc(-c2ccc(CCC(=O)O)n2NC(=O)c2ccco2)cc1
0	-1.6	0.0	5	-14	1	-1	-2	3	88	COCCn1c(SCC(=O)N2CCCCC2)nc2cccnc21
x	x	0.0	x	x	-8	3	x	-5	122	C=C1C[C@@H]2C[C@@H]2CN(S(=O)(=O)c2ccc(C)cc2)[C@@H]1COCc1ccccc1
2	-2.5	-0.2	1	-9	-12	-7	5	5	95	CC(C)n1cnc2c(Nc3ccc(F)c(Cl)c3)nc(NCCO)nc21
0	-3.1	-0.1	11	7	-3	-7	8	1	99	NC(=O)NC(=O)CN1c2cccc3cccc(c23)S1(=O)=O
-1	2.0	-0.2	8	4	10	-4	x	8	99	CC1(C(=O)Nc2ccccc2F)CCN1C(=O)Cc1cc(F)ccc1F (stereo unspecified)
2	-0.7	0.0	4	-7	3	-1	2	8	105	Cc1ccc(NC2=C(Cl)C(=O)OC2OC(C)C)c(C)c1 (stereo unspecified)
0	1.7	0.0	14	4	-1	0	3	-7	99	O=[N+]([O-])/C(=C\Nc1ccccc1Cl)S(=O)(=O)c1ccccc1
2	1.9	-0.2	5	-1	-4	0	-9	0	98	Cn1nnnc1SCCNS(=O)(=O)c1ccccc1
-11	-0.3	-0.2	10	11	4	-6	-12	-16	103	CN(N=O)c1ccc(C=C2C=Cc3ccccc32)cc1
1	-3.1	-0.1	2	7	7	-2	1	-12	97	CN(CC(=O)Nc1ccc(F)c(F)c1F)C(=O)CN1C(=O)NC2(CCCC2)C1=O
0	-2.3	-0.1	1	-1	-4	-3	-13	6	99	O=C(/C=C/c1ccccc1[N+](=O)[O-])Nc1cc(S(=O)(=O)N2CCOCC2)ccc1N1CCOCC1
0	1.2	0.0	22	1	4	3	-8	-3	100	O=C1C(=O)N(CCN2CCOCC2)C(c2ccc(F)cc2)/C1=C(/O)c1ccc(S(=O)(=O)N2CCOCC2)cc1 (stereo unspecified)
-6	-2.7	0.4	13	2	5	0	1	-4	90	CN(CC(=O)Nc1ccc(S(=O)(=O)N2CCCC2)cc1)Cc1c(F)cccc1Cl
2	-3.0	0.0	6	9	-6	7	3	2	96	Cc1c(CC(=O)NCCCO)c(=O)oc2cc3c(cc12)CCC(C)(C)O3
2	0.4	-0.2	0	14	-10	1	2	-2	97	O=C(Nc1cccc(C(F)(F)F)c1)c1n[nH]c(Cn2cncn2)n1
-3	-0.9	-0.7	4	-4	-6	-4	-7	7	101	O=C(c1ccc(Cl)cc1)c1ccc(Oc2cc(NN3CCCCC3)c([N+](=O)[O-])cc2[N+](=O)[O-])cc1
-1	-0.3	0.2	-7	-8	-7	16	4	3	103	CN(c1ccccc1)S(=O)(=O)c1ccc(NC(=O)COc2ccccc2)cc1
-3	0.4	0.1	-1	-4	-4	-6	-5	6	99	O=C(CC(C(=O)O)c1ccccc1)Nc1ccccc1 (stereo unspecified)
5	-1.4	-0.1	-2	-3	3	-1	-3	-1	97	COc1ccc(-c2nnc(COc3ccc4ccccc4c3)o2)cc1OC
-3	2.5	-0.3	1	0	-5	-7	-10	-8	100	CCn1c(C)c(C)c2cc(C(=O)N3CCN(c4ccccc4)CC3)ccc21
2	-1.2	-0.2	-2	x	9	-4	5	-4	100	Cc1ccc(-c2c(C)n([O-])c3c([n+]2=O)CCC3)o1
3	-2.2	0.5	1	21	-3	3	-3	-7	106	CN1CCC(N(C)CC(=O)Nc2ccccc2N2CCOCC2)CC1
1	1.7	6.9	0	x	-9	1	-1	-8	96	CCc1ccc(NC(=O)NCc2ccc3c(c2)OCO3)cc1
4	-1.5	0.2	2	-8	-11	2	2	-1	97	CCC1(C)Cc2ccccc2-c2nc(NCCCO)n(-c3ccccc3)c(=O)c21 (stereo unspecified)
-3	0.5	0.0	7	4	-1	-12	-3	3	98	CC(C)N(C(=O)COC(=O)CNC(=O)c1ccc(Br)cc1)c1ccccc1
-1	-0.7	0.0	0	2	-1	-2	-16	-2	103	CCOc1ccccc1N(CC(=O)Nc1ccc(OC)c(OC)c1)S(=O)(=O)c1ccccc1
0	-1.3	0.1	-5	22	-3	5	6	-1	100	Cc1ccc(-c2cnc(NC(=O)CCC(=O)N3CCCCC3)n2C)cc1
0	0.3	0.0	0	0	-7	-2	-6	5	94	Cc1cc(C(=O)N/N=C/c2ccco2)n[nH]1
-1	-0.4	-0.3	0	-1	-4	12	-5	2	99	Cc1cc(F)ccc1NC(=O)CCc1c(C)nn(-c2ccc(N3CCCCC3)nn2)c1C
0	-1.9	0.3	13	0	19	0	-2	-2	101	Cc1nc2scc(C)n2c(=O)c1S(=O)(=O)NCC1CCN(Cc2ccc(Cl)cc2)CC1
6	-1.9	-1.1	3	-9	4	4	-11	3	100	O=C(c1ccccc1)c1cc2ccc(O)cc2oc1=O
2	-0.7	-0.1	7	4	-12	8	-3	1	96	CCn1c(-c2ccc3ncccc3c2)n[nH]c1=S
1	-1.1	0.2	-1	8	-2	1	-8	-4	103	CCCC1SCC(C)(C)NC1=O (stereo unspecified)
2	-1.8	0.6	6	-7	3	-4	1	7	98	COc1ccc(C#Cc2ccc3c(c2)c(=O)c2ccccc2n3C)cc1
1	-1.3	0.0	11	16	-3	-7	5	7	99	COc1ccc(C(=O)NCCS(=O)(=O)N2CCC3(CC2)OCCO3)cc1
1	-1.8	-0.3	10	6	3	-3	x	-3	98	O=C(NCc1ccc2c(c1)OCO2)c1ccc(S(=O)(=O)N2CCOCC2)cc1
-2	-0.5	-0.3	-6	-1	-1	4	0	-5	99	CN1CCN(c2nc(Nc3ccccc3)nc(N)c2[N+](=O)[O-])CC1
2	-1.2	-0.1	6	0	-8	-4	0	5	92	Cc1ccc(NC(=O)C2CC(=O)Nc3ncnn32)c(C)c1 (stereo unspecified)
0	-1.3	-0.1	2	-2	3	1	2	-1	96	CC(NC(=O)c1cc2ccccc2oc1=O)c1ccc(O)cc1 (stereo unspecified)
1	-0.1	0.2	5	4	-2	-1	3	7	93	Cc1ccccc1C(=O)N1CCN(c2ccc(N3CCOCC3)nn2)CC1
2	0.2	-0.1	0	0	-6	-2	-2	5	97	Cc1ccccc1C1CC(c2cccs2)Nc2nnnn21 (stereo unspecified)
0	x	0.0	x	x	3	8	x	1	92	O=[N+]([O-])c1ccc(CN2CC(N3CCC(c4ccccc4)CC3)CS2(=O)=O)cc1 (stereo unspecified)
-9	0.4	-0.1	17	-28	7	10	0	-2	94	O=C(Nc1cc(Cl)ccc1O)c1snnc1-c1ccccc1
x	x	0.3	x	x	-5	-4	x	-7	x	O=C(C[C@H]1CC[C@@H]2[C@H](COC[C@H](O)CN2C(=O)c2cnccn2)O1)NCc1ccc(Cl)cc1
-2	0.0	2.6	-1	-13	9	6	-1	-15	94	CC(C)C(NC(=O)Cc1ccccc1)C(=O)N1CCN(c2cccc(Cl)c2)CC1 (stereo unspecified)
6	0.8	-0.3	8	-12	-14	1	1	-1	98	O=C(NN1CCOCC1)c1cc(-c2ccc(Cl)c(Cl)c2)nc2ccccc12
3	2.2	-0.1	-4	7	-1	0	2	3	103	CN(C)S(=O)(=O)Nc1ccccc1F
0	1.0	-0.2	5	3	2	-6	-13	-13	107	CCCn1c(SCC(=O)Nc2cc(Cl)ccc2OC)nc(O)cc1=O
-1	-1.6	0.0	7	1	-4	-5	4	3	100	COc1ccccc1C(=O)C1CCCN(C(=O)c2cccnc2SC)C1 (stereo unspecified)
0	-0.8	-0.1	1	-2	-1	1	4	-4	95	Cc1cc(Cl)c(S(=O)(=O)N2CC(C)OC(C)C2)cc1OCC(N)=O (stereo unspecified)
1	2.9	-0.2	-10	-17	-6	-1	-3	-3	111	Cc1noc(C)c1S(=O)(=O)NCCN1CCN(c2ccccc2)CC1
2	-0.1	0.3	3	-14	-1	-3	-2	-3	103	COC(C[C@H]1O[C@H]1[C@@H](O)[C@@H](C)OCc1ccccc1)OC
1	-0.8	0.2	13	4	5	-4	7	3	95	COc1ccccc1C(=O)NCC(=O)OC(C)C(=O)N(C)C1CCCCC1 (stereo unspecified)

(more compounds)
Glyco luc inh	MC4R ag barr	aDG glyco act	MC4R antagonist	Vif imaging	NOD2 RIPK2 PPI	Granule exo inh	TLR9-MyD88 block	ABHD5-PLIN5 inh	ABCB6 inh MLPCN	Molecule
-1	-1.3	-0.3	6	3	-5	-8	-2	5	103	O=[N+]([O-])c1cc([N+](=O)[O-])c(Oc2c(F)cc(F)cc2F)cc1NN1CCCCC1
2	-1.3	-0.3	4	-3	-11	-1	1	-3	106	Cc1occc1C(=O)NCc1ccc2c(c1)OCO2
-1	-3.7	-0.1	3	-2	1	-2	10	0	97	COC1CCCN(C(=O)c2cccc(OC3CCN(S(C)(=O)=O)CC3)c2)C1 (stereo unspecified)
-1	0.3	-0.2	5	-3	-7	1	-7	1	95	CC(=O)c1cccc(CN2CCN(C3CCCCC3)C(CCO)C2)c1 (stereo unspecified)
-2	0.6	-0.1	-1	-7	2	26	1	5	99	Cc1ccc(OCc2nnc(SCC(=O)Nc3ccc4c(c3)OCCO4)n2Cc2ccco2)cc1
3	-0.6	-0.3	9	-1	-1	20	-2	-1	96	CSCCOC(=O)COc1ccc(/C=N/NC(=O)c2nn(C)cc2Cl)cc1
-1	-0.6	0.0	7	-26	8	5	1	-7	102	O=C(COc1ccccc1Cl)NCc1ccccc1
-1	1.7	0.1	12	5	4	-3	5	-2	110	O=C(c1ccccc1)c1cccn1CC(=O)N1CCCCCC1
2	2.9	0.1	13	-20	-7	3	-8	-8	101	Nc1c(C(=O)O)sc2nc(-c3ccccc3)cc(-c3ccc(F)cc3)c12

Arranged by value in Vif imaging (highest first): 3 from the list above
| Molecule | Vif imaging |
| --- | --- |
| Cc1ccc(-c2ccc(CCC(=O)O)n2NC(=O)c2ccco2)cc1 | 22 |
| Cc1occc1C(=O)NCc1ccc2c(c1)OCO2 | -3 |
| O=C(COc1ccccc1Cl)NCc1ccccc1 | -26 |

Not all compounds are listed; the hit share may differ from the screen's.
